# Assay outcomes: PubChem BioAssay, The Scripps Research Institute Molecular Screening Center
# PAFAH1B3 FP inh: blocks human PAF acetylhydrolase 1B catalytic subunit 3 | Q15102 | recombinant PAFAH1B3, FP-rhodamine probe, fluorescence polarization | inhibition, % at 3.39 µM | actives 0.28% (n = 340,000) | AID 492972;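 active means inhibition above the screen-wide average of all tested compounds plus 3 SD, cut at about 25% in these data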;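 further: 0% = enzyme with DMSO only and 100% = wells lacking PAFAH1B3 protein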
# Target sequence (Q15102 whole entry, looked up): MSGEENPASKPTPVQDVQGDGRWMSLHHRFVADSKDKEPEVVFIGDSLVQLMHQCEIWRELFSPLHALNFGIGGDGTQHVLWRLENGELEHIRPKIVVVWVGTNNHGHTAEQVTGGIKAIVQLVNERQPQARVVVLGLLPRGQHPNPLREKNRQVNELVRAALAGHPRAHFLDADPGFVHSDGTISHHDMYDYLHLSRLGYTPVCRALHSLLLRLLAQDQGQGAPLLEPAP
# LYPLA2 counter: LYPLA2 (human) inhibition in PME1 counter-screen | O95372 | recombinant LYPLA2, FP-Rh probe fluorescence polarization | inhibition, % at 5.9 µM | actives 0.38% (n = 320,000) | AID 2177;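 active means inhibition above the screen-wide mean plus 3 SD, limit set per campaign, cut at about 26% in these data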;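 further: 0% = LYPLA2 with DMSO and 100% = wells lacking LYPLA2 enzyme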
# Target sequence (O95372 whole entry, looked up): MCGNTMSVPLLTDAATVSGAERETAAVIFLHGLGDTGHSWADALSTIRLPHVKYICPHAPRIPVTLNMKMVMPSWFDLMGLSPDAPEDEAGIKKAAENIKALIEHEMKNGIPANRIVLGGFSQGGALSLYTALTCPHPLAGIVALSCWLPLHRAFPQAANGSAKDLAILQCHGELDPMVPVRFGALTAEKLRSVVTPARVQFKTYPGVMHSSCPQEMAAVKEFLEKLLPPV
# pPAFAH FP inh: pPAFAH (human) enzyme inhibition | recombinant pPAFAH, FP-rhodamine probe fluorescence polarization | inhibition, % at 3.39 µM | Q13093 | actives 1.5% (n = 330,000) | AID 463082;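 active means inhibition above the mean inhibition across the screen plus 3 SD, cut at about 25% in these data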;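 further: inhibitors block binding of the rhodamine activity-based probe so polarization drops; 0% = enzyme with DMSO and 100% = wells lacking pPAFAH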
# PAD4 FP inh: blocks human protein arginine deiminase 4 | Q9UM07 | recombinant PAD4, RCA probe fluorescence polarization | inhibition, % at 6.36 µM | actives 0.41% (n = 330,000) | AID 485272;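 active means percent inhibition above a cutoff equal to the mean of all tested compounds plus 3 SD, cut at about 15% in these data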;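 further: 0% = PAD4 with RCA probe and DMSO and 100% = probe without PAD4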
# LYPLA1 counter: counter-screen for PME1 inhibitors: inhibitors of human LYPLA1. O75608. recombinant LYPLA1, FP-Rh probe fluorescence polarization. inhibition, % at 5.9 µM. actives 0.16% (n = 320,000);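 active means inhibition above the mean of all tested compounds plus 3 SD, set per campaign, cut at about 14% in these data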;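 further: inhibitors block serine hydrolase probe labeling of LYPLA1 so polarization falls; 0% = enzyme with DMSO and 100% = wells lacking LYPLA1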
# Target sequence (O75608 whole entry, looked up): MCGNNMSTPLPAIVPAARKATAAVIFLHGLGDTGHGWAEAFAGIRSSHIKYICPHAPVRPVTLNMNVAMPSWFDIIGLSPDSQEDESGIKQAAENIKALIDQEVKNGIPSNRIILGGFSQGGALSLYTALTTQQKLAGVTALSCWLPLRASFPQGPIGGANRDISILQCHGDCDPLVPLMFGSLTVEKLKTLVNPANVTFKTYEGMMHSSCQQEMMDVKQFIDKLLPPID
# GSTO1 inh: counter-screen for RBBP9 inhibitors: inhibitors of human GSTO1; recombinant GSTO1, activity-based probe fluorescence polarization; inhibition, % at 5.96 µM; actives 1.1% (n = 300,000); AID 1974;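 active means inhibition above the campaign mean inhibition plus 3 SD, cut at about 35% in these data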;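 further: 0% = GSTO1-1 with DMSO and 100% = wells lacking GSTO1-1 enzyme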
# PME-1 inh: blocks human protein phosphatase methylesterase 1. Q9Y570. recombinant PME-1, FP-Rh probe fluorescence polarization. inhibition, % at 5.9 µM. actives 0.53% (n = 320,000). AID 2130;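 active means inhibition above the campaign mean of all compounds plus 3 SD, cut at about 26% in these data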;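 further: competitive labeling of PME-1 active site by serine hydrolase directed probe; 0% = PME-1 with DMSO and 100% = wells lacking PME-1 enzyme; inhibitors block probe labeling so polarization falls and inhibition rises; many of its hits are not listed in these tables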
# Target sequence (Q9Y570 whole entry, looked up): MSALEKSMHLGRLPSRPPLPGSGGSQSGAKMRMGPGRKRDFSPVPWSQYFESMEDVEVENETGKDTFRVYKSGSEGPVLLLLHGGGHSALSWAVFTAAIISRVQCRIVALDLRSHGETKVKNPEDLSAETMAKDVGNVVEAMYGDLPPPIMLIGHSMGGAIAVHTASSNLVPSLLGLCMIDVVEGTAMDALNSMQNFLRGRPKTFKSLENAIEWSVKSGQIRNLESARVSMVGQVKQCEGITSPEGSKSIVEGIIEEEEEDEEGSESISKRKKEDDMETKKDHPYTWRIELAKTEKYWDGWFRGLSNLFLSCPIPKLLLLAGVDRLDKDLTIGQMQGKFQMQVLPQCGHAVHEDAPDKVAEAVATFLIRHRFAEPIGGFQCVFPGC
# PAFAH2 FP inh: PAFAH2 (human) inhibition; Q99487; recombinant PAFAH2, FP-rhodamine activity probe, fluorescence polarization; inhibition, % at 3.39 µM; actives 0.99% (n = 340,000); AID 492956;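 active means inhibition above the mean over all tested compounds plus 3 SD, cut at about 30% in these data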;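 further: inhibitors block probe labeling of enzyme so polarization drops; 0% = enzyme with DMSO and 100% = wells lacking PAFAH2 protein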
# PAFAH1B2 inh: PAFAH1B2 (human) inhibition; P68402; recombinant PAFAH1B2, FP-rhodamine activity probe, fluorescence polarization; inhibition, % at 3.39 µM; actives 1.2% (n = 340,000); AID 492953;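 active means inhibition above the mean of all tested compounds plus 3 SD, cut at about 24% in these data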;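 further: 0% = enzyme with DMSO and 100% = wells lacking PAFAH1B2; many of its hits are not listed in these tables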
# An asterisk follows results filed as active; · = no result given. Some of the compounds tested, so the mix of outcomes need not match the whole.
SMILES,PAFAH1B3 FP inh,LYPLA2 counter,pPAFAH FP inh,PAD4 FP inh,LYPLA1 counter,GSTO1 inh,PME-1 inh,PAFAH2 FP inh,PAFAH1B2 inh
CCOC(=O)N1CCN(C(=O)c2cc3cc(F)ccc3[nH]2)CC1,12,5,2,-1,2,0,1,-3,0
CCc1ccc(C(=O)COC(=O)C(Cc2ccccc2)NC(=O)C2CCC(C)CC2)cc1 (configuration not stated),11,5,2,2,0,4,0,-8,0
CCOc1ccc(N=c2cc(-c3ccc(OC)cc3)oc3ccccc23)cc1,4,-2,9,5,-1,-2,1,5,0
CCCC(=O)OCC(=O)Nc1ccccc1Sc1ccccc1,2,3,3,11,6,2,16,8,1
Cc1nn(C)c(Cl)c1C(=O)NCC(=O)O,10,1,2,-1,4,-1,-7,-3,-3
Cc1cc(C)cc(OCC(=O)Nc2cccc(-c3nnc(-c4ccco4)o3)c2)c1,3,3,4,0,-2,-6,-3,-34,0
COc1cccc(C(=O)CC(C(=O)O)c2ccc(F)cc2)c1 (configuration not stated),-1,3,3,2,-1,10,-1,5,1
CCOC(=O)C(CC)(CCC(=O)O)c1csc(N)n1 (configuration not stated),3,-2,-2,3,-1,7,1,-1,8
O=C(CSc1ccc2c(c1)OCCO2)NCc1ccco1,0,3,7,1,0,10,-1,9,-1
O=C(COC(=O)C1CCCN1C(=O)c1cccs1)c1ccccc1 (configuration not stated),6,2,-3,-3,1,4,3,-7,1
COc1ccc(-n2nc([N+](=O)[O-])c(=NCCC3=CCCCC3)n2O)cc1,8,-3,11,4,0,6,4,3,8
CCOc1ccc2cc(C#N)c(SCC(=O)OC)nc2c1,6,3,0,-1,-3,-7,-7,0,3
CC1CC1C(=O)Nc1cc(S(=O)(=O)N2CCOCC2)ccc1N1CCCC1 (configuration not stated),7,9,2,5,0,8,4,-4,-3
COc1ccccc1C(=O)NNC(=O)c1ccc(Cl)cc1,2,3,3,5,-4,5,2,1,3
O=C(COC(=O)c1cc([N+](=O)[O-])ccc1N1CCOCC1)NCc1ccc(Cl)cc1Cl,2,-3,6,2,0,0,7,0,18
COc1ccc(-c2nc(S(=O)(=O)c3ccccc3)c(N3CCOCC3)o2)cc1,2,-5,-1,1,-3,-4,2,3,1
COC(=O)c1ccc(COc2ccc(/C=N/O)cc2OC)o1,11,-9,-2,0,0,6,2,0,-3
COc1ccc(NC(=O)CN2C(=O)NC(C)(C3CC3)C2=O)cc1S(=O)(=O)N1CCCCC1 (configuration not stated),-6,-8,3,-2,-3,·,2,3,-2
Cc1ccc(NC(=S)N/N=C/c2cccn2Cc2ccccc2F)cc1,6,0,12,-4,-3,14,4,5,4
COc1cccc(C(=O)Nc2nnc(SCC(=O)NC3CC3)s2)c1,0,-6,3,-6,-2,-3,-9,-8,-3
Cc1[nH]nc2c1C(CC(C)C)C(C#N)=C(N)O2 (configuration not stated),·,-2,5,0,2,4,-4,·,·
COc1ccc2nc(NC(=O)C3CCN(S(=O)(=O)c4cccs4)CC3)sc2c1,1,-19,-3,0,-19,-2,-10,-4,3
Cc1cc(C(=O)Nc2ccccc2)c2ccccc2n1,6,-2,-2,-5,-3,5,-5,0,-6
O=C(NCCc1cn2ccsc2n1)c1cccs1,-2,-3,9,-3,-4,-7,1,3,3
Cc1ccc2c(c1)[nH]c1c(=O)n(Cc3ccco3)cnc12,-7,1,4,-1,1,4,5,0,3
Cc1ccc(C(=O)O)cc1NC(=S)NC(=O)c1ccc(-c2ccc(Cl)cc2)o1,-4,6,-7,1,2,-5,0,2,-3
Cc1c(C(=O)N2CCN(c3ccc(F)cc3)CC2)oc2c1C(=O)CCC2,0,2,8,-3,-1,0,6,0,3
CC(=O)Nc1ccc(/C=C/c2noc(-c3ccccc3O)n2)cc1,12,-3,-5,2,-3,-2,-6,1,-1
Cc1ccc(CNC(=O)CCSCc2ccccc2C)cc1,6,-6,5,5,-3,4,1,4,2
Cc1ccc2c(CC(=O)Nc3nc(C)cs3)coc2c1,0,-3,-6,0,-1,-3,1,-6,3

# Record cards (already shown):
# `COC(=O)c1ccc(COc2ccc(/C=N/O)cc2OC)o1` is entered as PAFAH1B3 FP inh = 11; LYPLA2 counter = -9; pPAFAH FP inh = -2; PAD4 FP inh = 0; LYPLA1 counter = 0; GSTO1 inh = 6; PME-1 inh = 2; PAFAH2 FP inh = 0; PAFAH1B2 inh = -3
# `Cc1ccc(C(=O)O)cc1NC(=S)NC(=O)c1ccc(-c2ccc(Cl)cc2)o1` is entered as PAFAH1B3 FP inh = -4; LYPLA2 counter = 6; pPAFAH FP inh = -7; PAD4 FP inh = 1; LYPLA1 counter = 2; GSTO1 inh = -5; PME-1 inh = 0; PAFAH2 FP inh = 2; PAFAH1B2 inh = -3
# `Cc1[nH]nc2c1C(CC(C)C)C(C#N)=C(N)O2` (configuration not stated) is entered as PAFAH1B3 FP inh = ·; LYPLA2 counter = -2; pPAFAH FP inh = 5; PAD4 FP inh = 0; LYPLA1 counter = 2; GSTO1 inh = 4; PME-1 inh = -4; PAFAH2 FP inh = ·; PAFAH1B2 inh = ·

# Continuation:
SMILES,PAFAH1B3 FP inh,LYPLA2 counter,pPAFAH FP inh,PAD4 FP inh,LYPLA1 counter,GSTO1 inh,PME-1 inh,PAFAH2 FP inh,PAFAH1B2 inh
COc1cc(/C=N/NC(=O)CNC(=O)c2ccccc2)ccc1OC(=O)c1cccs1,-2,7,2,-3,-2,1,-15,-7,-4
COc1ccc(/C=C(\NC(=O)c2ccccc2)C(=O)NNC(=O)CCN2CCOCC2)cc1,1,10,-2,2,-2,7,-2,-1,2
O=C(NCc1ccc(-n2cccc2)cc1)c1cccc(F)c1,-1,3,1,-2,-1,0,-1,6,2
CCCCNC(=O)c1onc(CSc2cc(C)cc(C)c2)c1C(=O)O,11,1,-1,7,-2,-57,-6,38*,5
COc1ccc(OC)c2c(C)cc(N3CCN(C(=O)c4ccc(F)cc4)CC3)nc12,1,1,16,-2,-1,-2,0,-3,-4
O=C(COc1ccccc1Cl)NC(=S)N1CCc2ccccc21,2,1,-5,-1,1,-1,3,-2,3
Nc1cc(N)nc(SCC(=O)NCC(=O)Nc2ccc(F)c(F)c2F)n1,5,·,-2,-3,·,·,·,4,1
O=C1c2cccc(OCc3ccc(F)cc3)c2CCN1Cc1ccc(F)cc1,2,1,3,-9,-7,-3,-3,-7,-5
O=C(C1CCC(=O)N(C2CC2)C1)N1CCC(Oc2ccccc2F)CC1 (configuration not stated),0,11,-1,-4,0,2,1,0,4
O=C(O)Cc1c[nH]c2ccc(O)cc12,0,5,3,-3,5,4,1,11,2
Cc1ccc(C(=O)NCC(=O)Nc2ccncc2)cc1C,4,-6,-5,-1,0,-1,-2,12,-4
COc1cccc(/C=C2/C(=O)NN(c3ccc(C)c(C)c3)C2=O)c1,13,-3,7,-1,-2,16,1,10,1
CCOc1cc(N2CCOCC2)c(OCC)cc1NC(=O)CN1CCC(Cc2ccccc2)CC1,-1,-2,-6,-5,2,2,-1,-4,-3
O=C(NCCCn1ccnc1)C(Cc1ccccc1)N1C(=O)c2ccccc2C1=O (configuration not stated),-1,-3,6,-4,-2,0,0,-4,-2
CCOC(=O)C1CCN(C(=O)COC(=O)c2c(C)c(CC)nc3ccccc23)CC1,0,·,2,-1,·,·,·,2,3
Cc1c(N2C(=O)c3ccc(Br)cc3C2=O)c(=O)n(-c2ccccc2)n1C,4,3,-4,-5,1,-2,-6,-7,6
Cc1cc(C)nc(-n2nc(C)cc2NC(=O)c2ccc(F)cc2F)n1,2,4,1,2,3,1,-4,-1,4
COC(=O)C1(S(=O)(=O)c2cc(Br)cc3c2N(C(C)=O)CC3)CC1,3,2,3,-2,1,7,-4,5,-5
CC1(C)CC(=O)C(C2=NC3(CCCCC3)Cc3ccccc32)=C(O)C1,9,4,4,-5,2,-2,7,4,11
CCOC(=O)CSc1ccc(S(=O)(=O)N2CCCC2)cc1[N+](=O)[O-],8,1,0,-3,2,2,4,1,1
COCCNC(=O)CN(c1ccc(F)cc1)S(=O)(=O)c1ccc2c(c1)OCCO2,1,-4,2,-3,-3,-4,-5,5,-5
Cc1ccc(N2C(=O)CC(N3CCN(C4CCc5ccccc5C4)CC3)C2=O)cc1 (configuration not stated),-4,25,4,-2,5,-1,9,0,5
Cc1cc(NC(=O)CSc2nc(C(C)C)nc3sc(C)c(C)c23)no1,10,-8,-8,-8,0,2,-6,-3,-3
COc1ccc(Nc2ncnc3sc(-c4ccccc4)cc23)cc1,25,10,21,-4,-4,-9,34*,-7,9
Cc1cccc(NC(=O)CCCN=C2NS(=O)(=O)c3ccccc32)c1C,2,1,1,-2,-2,·,6,4,0
CCN(CC)C(=O)C1CC(=O)OC1(C)C (configuration not stated),5,3,2,1,-1,5,-6,10,0
CCOc1ccc(-n2c(=O)c3sccc3n(CC(=O)NCCc3ccc(OC)c(OC)c3)c2=O)cc1,7,-5,1,-4,-3,6,7,-2,4
O=C(c1ccc(NC2=NC3CS(=O)(=O)CC3S2)cc1)N1CCN(C(=O)c2ccco2)CC1 (configuration not stated),-3,6,8,-2,0,2,-5,1,-2
C=CCNC(=O)CN(Cc1ccccc1)S(=O)(=O)c1ccc(C)cc1,7,-3,4,0,0,2,1,2,-1
COc1cc(CNC(C)(C)CO)ccc1OCC(=O)Nc1ccc(Br)cc1,-6,9,3,0,0,1,2,5,2

# Ordered by number of heavy atoms (high to low): three of the compounds above.
SMILES,PAFAH1B3 FP inh,LYPLA2 counter,pPAFAH FP inh,PAD4 FP inh,LYPLA1 counter,GSTO1 inh,PME-1 inh,PAFAH2 FP inh,PAFAH1B2 inh
COc1cc(/C=N/NC(=O)CNC(=O)c2ccccc2)ccc1OC(=O)c1cccs1,-2,7,2,-3,-2,1,-15,-7,-4
Cc1cccc(NC(=O)CCCN=C2NS(=O)(=O)c3ccccc32)c1C,2,1,1,-2,-2,·,6,4,0
COC(=O)C1(S(=O)(=O)c2cc(Br)cc3c2N(C(C)=O)CC3)CC1,3,2,3,-2,1,7,-4,5,-5

# More entries follow:
SMILES,PAFAH1B3 FP inh,LYPLA2 counter,pPAFAH FP inh,PAD4 FP inh,LYPLA1 counter,GSTO1 inh,PME-1 inh,PAFAH2 FP inh,PAFAH1B2 inh
CCCCS(=O)(=O)CC(COc1ccccc1)OC(=O)c1ccccc1 (configuration not stated),3,3,-4,4,-2,17,-2,-3,5
COCCCn1c(C(=O)NCCN2CCOCC2)cc2c(=O)n3cccc(C)c3nc21,-1,7,3,-4,1,1,3,5,5
COc1ccc(CCNC(=O)CCOc2ccc(C(C)(C)C)cc2)cc1OC,6,3,8,-1,2,-1,2,5,4
FC(F)(F)c1nnc2ccc(-n3ccnc3)nn12,1,5,-5,0,-4,8,-4,-3,-3
CCCN(CCC)Cc1c(C(=O)N/N=C/CCc2ccccc2)nnn1-c1nonc1N,7,-6,4,-1,-1,4,-3,0,11

# Results in PME-1 inh and GSTO1 inh (5 entries from above):
SMILES | PME-1 inh | GSTO1 inh
COCCCn1c(C(=O)NCCN2CCOCC2)cc2c(=O)n3cccc(C)c3nc21 | 3 | 1
CCCN(CCC)Cc1c(C(=O)N/N=C/CCc2ccccc2)nnn1-c1nonc1N | -3 | 4
COc1ccc(CCNC(=O)CCOc2ccc(C(C)(C)C)cc2)cc1OC | 2 | -1
FC(F)(F)c1nnc2ccc(-n3ccnc3)nn12 | -4 | 8
CCCCS(=O)(=O)CC(COc1ccccc1)OC(=O)c1ccccc1 (configuration not stated) | -2 | 17
